Compound activity from PubChem BioAssay.
BRCA1 expr up: qHTS Assay to Identify Small Molecule Activators of BRCA1 Expression | AID 624202, 2012 | Potency, µM (top dose mostly 46.1 µM), for inactives: at the highest dose activation, usual class: activators | MCF7-BRCA1-FFLuc reporter, luminescence, 48 h; response scale: scaled: vehicle 0%, 10 µM genistein 100% | 380,000 compounds, 1.1% hits; also: potency is read from the fitted curve at half-maximal effect; nearly all actives have a fitted effect of over 80% in size; some results filed as inactive show a strong effect at the top dose
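48 h compound treatment of MCF7-BRCA1-FFLuc cells (phenol-red free MEM, 37 °C), then 15 min with luciferase substrate and luminescence imaging.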
p53 reactivation: qHTS assay for re-activators of p53 using a Luc reporter. H1299 p53-A138V BP100-luciferase reporter, luminescence, 24 h. Potency, µM (highest dose often 92.2 µM), for the others: at the highest dose activity change, positive = activation, usual class: activators. 320,000 compounds, 0.063% hits. AID 504706, 2011; also: potency is read from the fitted curve at half-maximal effect; % of control where 0% means no effect; nearly all actives have a fitted effect of over 45% in size
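p53-null H1299 cells stably carrying temperature-sensitive p53-A138V and a BP100-luciferase reporter were pinned with compounds (4-point, 1:5 series) and held 24 hrs at 37 deg C. Luminescence was read 10 min after detection reagent.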
Gal4-VP16 FLuc: VP16 counterscreen qHTS for inhibitors of ROR gamma transcriptional activity; Drosophila S2 Gal4-VP16 UAS-luciferase, luminescence, 20 h; AID 2546, 2010; 310,000 compounds, 3.5% hits; Potency, µM (highest dose often 53.6 µM), for inactives: at the highest dose activity, negative = inhibition, usual class: inhibitors;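 also: Gal4-VP16 expression switched on by copper sulfate through the metallothionein promoter; potency is read from the fitted curve at half-maximal effect; % is scaled to controls: 0 for no effect and ±100 for the full control effect; nearly all actives have a fitted effect of over 50% in size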
Tb PFK inh: qHTS Assay to Find Inhibitors of T. brucei phosphofructokinase; ATP-dependent 6-phosphofructokinase (Trypanosoma brucei brucei), O15648; T. brucei PFK, ADP-Glo luminescence; Potency, µM (doses to about 57.5 µM), without a hit: at the highest dose activity, negative = inhibition, usual class: inhibitors; 330,000 compounds, 0.17% hits;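 also: potency is read from the fitted curve at half-maximal effect; 0% = uninhibited 1x PFK enzyme wells and -100% = no-enzyme wells; nearly all actives have a fitted effect of over 60% in size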
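Activity is normalized to no-enzyme wells (full inhibition) and 1.25 nM enzyme wells (no inhibition). Reaction: 0.5 mM F6P, 0.1 mM ATP, 45 min RT, ADP-Glo luminescence; concentration-response curves fitted and classed by quality.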
ELG1 genotox: qHTS screen for small molecules that induce genotoxicity in human embryonic kidney (HEK293T) cells expressing luciferase-tagged ELG1; HEK293T ELG1-luciferase reporter, luminescence, 16 h; Potency, µM (doses to about 46 µM), for inactives: top-dose activity change, positive = activation, hits mostly activators; 330,000 compounds, 1.3% hits; AID 504466, 2011; also: potency is read from the fitted curve at half-maximal effect; % of control where 0% means no effect; nearly all actives have a fitted effect of over 60% in size
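Luminescence read-out: rising ELG1-luciferase signal, reflecting elevated ELG1 protein under genetic stress, flags genotoxic compounds. Cells were treated for 16 hr at 37 °C before ONE-Glo detection.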
NPC1 prom act: qHTS Assay for NPC1 Promoter Activators; Huh7 NPC1 promoter luciferase reporter, 24 h; Potency, µM (series often up to 9.22 µM), for the others: at the highest dose activation, usual class: activators; 320,000 compounds, 2.4% hits; AID 485313, 2010;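 also: potency is read from the fitted curve at half-maximal effect; % of control where 0% means no effect; nearly all actives have a fitted effect of over 60% in size; reporter is driven by a mutant NPC1 promoter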
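Quantitative HTS used a cell-based reporter: Huh7 cells stably bearing the NPC1 promoter upstream of luciferase were treated with compounds for 24 h, and promoter activation was read as luminescence.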
TRPV1 ag: HTS Assay for Compounds that Act as Agonists of the Vanilloid Receptor 1; Transient receptor potential cation channel subfamily V member 1 (Homo sapiens), Q8NER1; TRPV1-expressing cells, Fluo-8 calcium influx, agonist mode; activation, % at 8.33 µM; 320,000 compounds, 0.19% hits; AID 540275, 2011; in the data active = activation above about 80%; inconclusive = between about 30% and that limit; also: 0% is about no effect
Target sequence (Q8NER1 whole entry, looked up): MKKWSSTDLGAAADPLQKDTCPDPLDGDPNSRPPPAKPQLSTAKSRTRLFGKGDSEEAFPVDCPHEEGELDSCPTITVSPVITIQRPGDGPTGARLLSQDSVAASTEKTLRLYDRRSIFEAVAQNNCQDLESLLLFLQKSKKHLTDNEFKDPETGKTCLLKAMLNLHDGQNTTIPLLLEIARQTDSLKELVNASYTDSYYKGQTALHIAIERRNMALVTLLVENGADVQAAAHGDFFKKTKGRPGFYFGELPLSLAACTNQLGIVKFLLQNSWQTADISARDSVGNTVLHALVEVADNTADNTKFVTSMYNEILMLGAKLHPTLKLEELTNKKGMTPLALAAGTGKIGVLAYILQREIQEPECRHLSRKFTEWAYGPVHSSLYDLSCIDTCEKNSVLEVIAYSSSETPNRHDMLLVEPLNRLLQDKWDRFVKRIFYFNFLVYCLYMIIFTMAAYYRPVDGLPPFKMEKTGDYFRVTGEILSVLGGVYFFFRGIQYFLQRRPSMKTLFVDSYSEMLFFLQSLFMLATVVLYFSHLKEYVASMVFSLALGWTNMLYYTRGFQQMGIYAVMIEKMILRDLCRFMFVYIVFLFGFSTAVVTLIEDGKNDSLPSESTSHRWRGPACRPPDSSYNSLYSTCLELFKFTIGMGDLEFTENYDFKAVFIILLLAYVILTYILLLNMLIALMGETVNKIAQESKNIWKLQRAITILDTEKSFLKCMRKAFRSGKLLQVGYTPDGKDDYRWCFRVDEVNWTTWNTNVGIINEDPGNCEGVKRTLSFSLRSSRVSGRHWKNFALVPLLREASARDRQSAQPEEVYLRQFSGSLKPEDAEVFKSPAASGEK
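Cells expressing TRPV1 were dye-loaded with Fluo-8 and read kinetically: 10 s baseline, 3 min after compound (agonist portion), then 2 min after EC20 capsaicin (allosteric enhancer portion). Calcium-bound dye fluorescence at 480/520 nm.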
ELG1 DNA repair: qHTS screen for small molecules that inhibit ELG1-dependent DNA repair in human embryonic kidney (HEK293T) cells expressing luciferase-tagged ELG1; 330,000 compounds, 2.3% hits; HEK293T ELG1-luciferase reporter, luminescence, 16 h; DNA damage induced by 5-fluorouridine; Potency, µM (top dose mostly 46.1 µM), inactives show top-dose activity change, negative = inhibition, hits mostly inhibitors; also: potency is read from the fitted curve at half-maximal effect; % is scaled to controls: 0 for no effect and ±100 for the full control effect; nearly all actives have a fitted effect of over 55% in size
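Luminescence from the luciferase reporter, measured 30 min after ONE-Glo reagent at room temperature, was the read-out. Beforehand, 2,000 cells per well were exposed for 16 hr at 37 °C to 5-fluorouridine together with compound or vehicle.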
Rab9 promoter act: qHTS Assay for Rab9 Promoter Activators; Huh7 Rab9 promoter-luciferase reporter, luminescence, 24 h; 320,000 compounds, 2.8% hits; Potency, µM (top dose mostly 9.22 µM), without a hit: at the highest dose activation, negative = inhibition, usual class: activators; also: potency is read from the fitted curve at half-maximal effect; % of control where 0% means no effect; nearly all actives have a fitted effect of over 60% in size
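Quantitative HTS format; Huh7 Rab9-luciferase reporter cells (1500/well) receive compound 2 h post-plating, incubate 24 h at 37 °C, then get luciferase reagent for 10 min before luminescence reading.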
FLuc modulator: qHTS profiling assay for firefly luciferase inhibitor/activator using purifed enzyme and Km concentrations of substrates (counterscreen for miR-21 project) | Luciferin 4-monooxygenase (Photinus pyralis), P08659 | purified FLuc, Km substrates, luminescence inhibition | Potency, µM (titrated, usually from 57.5 µM), inactives show top-dose activity change, negative = inhibition, hits mostly inhibitors | 360,000 compounds, 6.9% hits | AID 588342, 2011;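 also: potency is read from the fitted curve at half-maximal effect; plate controls were vehicle for no effect and reference inhibitor for full effect; nearly all actives have a fitted effect of over 55% in size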
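Purified P. pyralis luciferase (10nM final) with 10uM D-luciferin and 10uM ATP (Km levels) in 50mM Tris acetate pH 7.5, 10mM Mg acetate, 0.01% Tween-20, 0.05% BSA; qHTS 6-point titration, ~60 µM downward; luminescence read.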
RORg inh: qHTS for inhibitors of ROR gamma transcriptional activity; Drosophila S2 Gal4-RORgamma UAS-luciferase reporter, 20 h; Potency, µM (series often up to 53.6 µM), for the others: at the top dose activity change, negative = inhibition, hits mostly inhibitors; 310,000 compounds, 5.4% hits; AID 2551, 2010; also: potency is read from the fitted curve at half-maximal effect; % is scaled to controls: 0 for no effect and ±100 for the full control effect; nearly all actives have a fitted effect of over 60% in size
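Drosophila S2 cells stably expressing Gal4-DBD/mouse RORγ fusion under metallothionein promoter plus UAS-luciferase; compound 1 h, then 700 uM CuSO4 induction for 20 h at ambient temperature; inhibition read as reduced luminescence.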
An asterisk follows results filed as active; u = inconclusive; x = no result given; & = joins results of further samples; [ ] = dose if it differs, or a comment. Unless noted, calls follow the shape of the dose curve; as a rule, active = well fitted curve in the direction sought with a large enough effect; inconclusive = small, poorly fitted or top-dose-only effect, or another doubt; inactive = no such curve, though single readings can be large; an effect the other way counts as inactive or inconclusive. An excerpt; the hit share may differ from the screen's.

SMILES	BRCA1 expr up	p53 reactivation	Gal4-VP16 FLuc	Tb PFK inh	ELG1 genotox	NPC1 prom act	TRPV1 ag	ELG1 DNA repair	Rab9 promoter act	FLuc modulator	RORg inh
Cc1ccc(CS(=O)(=O)Cc2ccc(C(=O)N3CCC4(CC3)OCCO4)o2)cc1	3%	-3%	-3%	-2%	-1%	1%	-5	-9%	1%	0%	u
COc1ccc(CN2CCN(C(=O)COc3cccc(C)c3)CC2)c(OC)c1	-28%	-2%	-10%	15%	1%	0%	12	-28%	1%	2%	7%
O=C(Cc1ccccc1)N1CCN(CC2CC=CCC2)CC1 (stereo not given)	-27%	10%	-6%	-18%	-6%	-3%	27	7%	-1%	-1%[2.3 µM]	u
Cc1ccc(Cn2nnnc2CN2CCC(n3nnc4cc(C(F)(F)F)ccc43)CC2)cc1	-51%	-3%	-24%	15%	-7%	0%	0	u	-2%	1%[2.3 µM]	-18%
CC[C@@]1(O)C(=O)OCc2c1cc1n(c2=O)Cc2cc3ccccc3nc2-1	-10%	0%	u	3%	-9%	-13%[46.1 µM]	-1	u	-38%[inhibitor][46.1 µM]	4%	0.056µM*
O=c1oc2ccccc2c(O)c1C(c1ccccn1)c1c(O)c2ccccc2oc1=O	6%	-6%	7%	u	1%	-2%	5	8%	-2%	-9%	u
O=[N+]([O-])c1cn(Cc2ccc(Cl)cc2)cn1	-1%	7%	-7%	u	3%	-1%	1	4%	-1%	12%	0%
COc1ccc(OCC#CCN2CCC(C)CC2)cc1	20%	20%	14%	17%	-5%	-6%	5	-6%	2%	2%	11%
CCOc1cc(CNCCc2ccccc2F)ccc1OC	0%	-3%	-1%	0%	-5%	2%	-1	11%	-5%	2%	-1%
COc1ccc(/C=C2\Oc3cc(OC(=O)N4CCOCC4)ccc3C2=O)c(OC)c1	-38%	-1%	2%	0%	-5%	3%	x	-4%	1%	u	1%
O=C(C(=O)N1CCOCC1)c1cn(CC(=O)N2CCc3ccccc3C2)c2ccccc12	4%	1%	19%	u	-3%	-4%	1	-10%	-21%	5%	14%
NP(=O)(OCCCc1ccccc1)c1ccccc1 (stereo not given)	-18%	x	-3%	3%	2%	2%	1	12%	-1%	-3%	11%
COc1ccc(C(=O)C(Cc2ccccc2)N(C)C)cc1 (stereo not given)	-11%	12%	1%[0.365 µM]	0%	-2%	-2%	2	6%	0%	-17%	8%
CCCNC(=O)N1C2CCC1CC(O)(c1cccnc1)C2 (stereo not given)	-3%	5%	1%	0%	-2%	0%	0	5%	-1%	0%	u
CCOC(=O)/C(=N\Nc1ccccc1)N1CC1	0%	0%	20%	1%	5%	2%	0	-3%	-4%	-2%	u
O=c1[nH]c(=S)n(Cc2ccc(F)cc2)c(O)c1C=NCC1CCCO1 (stereo not given)	-1%[1.84 µM]	0%	-4%	3%	5%	0%	10	13%	-3%	3%	26%
C#CC1(O)C=CC2C3CCC4=CC(=O)CCC4C3CCC21CC (stereo not given)	-61%	4%	-20%&5%	-1%	6%	-2%	-1	-9%	1%	0%	1%
C[C@]12CCC3C(CC[C@H]4C[C@H](O)CC[C@]34C)C1[C@@H](O)C[C@@H]2O (stereo not given in full)	1%	3%	x	0%	0%	x	x	10%	x	x	x
COc1cc(CN=C(C)c2c(O)n(C)c(=O)n(C)c2=O)cc(OC)c1	-56%	-4%	0%	0%	-12%	-1%	-1	13µM*	0%	-1%	3%
COc1ccc(CCNC(C)CCc2ccc(OC)cc2)cc1 (stereo not given)	-9%	u	2%	0%	2%	0%	2	-10%	-6%	2%	7%
Fc1ccc2c(c1)nnn2C1CCN(Cc2nnnn2CCc2ccccc2)CC1	-7%	0%	4%	-7%	-8%	0%	5	-23%	-5%	5%	11%
O=C(Cc1ccccc1)OC(COCc1ccccc1)CN1CCOCC1 (stereo not given)	-16%	8%	13%	-10%	-5%	-5%	3	5%	-11%[1.84 µM]	-2%	-20%
S=C=Nc1cccc(C2(N3CCCCC3)CCCCC2)c1	-15%	15%	-4%	1%	-25%	-2%	-3	0%	-3%	-2%	-11%
O=C(c1cc(F)ccc1F)C1CCCN(Cc2ccc3nonc3c2)C1 (stereo not given)	-11%	15%	3%	-2%	-7%	-5%	18	u	0%	-10%	41%
CC(C(=O)Nc1ccc(Cl)cc1Cl)N1CC=C(c2ccccc2)CC1 (stereo not given)	-12%	1%	1%	1%	0%	-4%	8	12%	-2%	0%	-12%
CCc1ccc(N2C(=O)NC(=O)/C(=C/c3cccn3CCOc3ccc(C(C)CC)cc3)C2=O)cc1 (stereo not given)	x	u	u	-1%	u	u	23	u	u	-6%	0.79µM*
C=C1N2CCC(CC2)C1(O)c1ccccc1C (stereo not given)	-14%	6%	-7%	2%	0%	1%	-1	0%	8%	-1%	2%
CC(C)Nc1ccc(Nc2ccccc2)cc1	-43%	-24%	u	0%	8%	13%	3	u	19%	u	u
CCN(CC)C(=O)[C@H]1C[C@H](CC(=O)NCC23CC4CC(CC(C4)C2)C3)C(=O)N2CCc3c([nH]c4cc(-c5ccco5)ccc34)[C@]12C	-3%	-9%	x	0%	-1%	x	x	u	x	x	x
O=C1/C(=C\c2cc3c(cc2Cl)OCO3)N2CCC1CC2	26%	11%	u	-6%	2%	10%	0	2%	9%	-3%	10%
CN1C(=O)NC(=O)[C@]2(Cc3ccccc3N3CCN(c4ccccc4)CC32)C1=O (stereo not given in full)	-25%	15%	13%	4%	29%	-1%	1	u	0%	-13%	u
CN1c2ccc([N+](=O)[O-])cc2CC2(C(=O)NC(=O)N(c3ccccc3)C2=O)C1c1ccccc1 (stereo not given)	-67%	10%	-5%	-3%	-7%	-2%	5	-26%	-5%	-3%	3%
O=C(O)C1=CC2c3ccccc3C1c1ccccc12	15%	-23%	6%	-7%	-6%	2%	3	-10%	-10%	-1%	4%
O=C(c1cc(-c2cccc(Cl)c2)on1)N1CCOCC1	10µM*	u	u	1%	23µM*	2.8µM*	u	u	3.2µM*	13µM*	22%
Cc1ccc(CN2C3CCCC2CC(NC(=O)Nc2cccc(F)c2)C3)cc1 (stereo not given)	-32%	-5%	2%	-4%	-5%	-1%	1	-1%	-2%	2%	-13%
N#C[C@H](O[C@@H]1O[C@H](CO[C@@H]2O[C@H](CO)[C@@H](O)[C@H](O)[C@H]2O)[C@@H](O)[C@H](O)[C@H]1O)c1ccccc1	3%	2%	x	0%	0%	x	x	12%	x	x	x
O=Cc1cn(Cc2ccccc2F)c2ccccc12	-44%	-7%	-15%[10 µM]	-2%	-9%	5%	-8	u	-4%	-15%	2µM*
CCOc1ccc2[nH]c(=O)c(CN(CCO)C3(c4nnnn4C4CCCCC4)CCCCC3)cc2c1	26%	-2%	2%	-5%	0%	1%	1	6%	-1%	2%	11%
CC(=O)Nc1cccc(NC(=S)Nc2ccc(F)c(Cl)c2)c1	0%	0%	-22%	21µM*	0%	-4%	-1	2%	11%	-4%	1%
CCOC(=O)Cn1cc([N+](=O)[O-])nc1[N+](=O)[O-]	-44%	-10%	13µM*	-1%	-8%	0%	8	0%	0%	-1%	10µM*

In another format: entries from further up.
Below each compound: BRCA1 expr up | p53 reactivation | Gal4-VP16 FLuc | Tb PFK inh | ELG1 genotox | NPC1 prom act | TRPV1 ag | ELG1 DNA repair | Rab9 promoter act | FLuc modulator | RORg inh
C=C1N2CCC(CC2)C1(O)c1ccccc1C (stereo not given)
  -14% | 6% | -7% | 2% | 0% | 1% | -1 | 0% | 8% | -1% | 2%
O=C(O)C1=CC2c3ccccc3C1c1ccccc12
  15% | -23% | 6% | -7% | -6% | 2% | 3 | -10% | -10% | -1% | 4%
